Yeast superoxide = caloric restriction mimetics inhibiting age-related superoxide in yeast | S. cerevisiae aged cells, superoxide DHE fluorescence; hits give low values | superoxide response (% of plate mean), % at 10 µM | actives 0.18% (n = 330,000);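 active = superoxide response under a set limit, about three screen SD below normal, cut at about 65% in these data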;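 also: yeast aged for seven days with compound at 30 °C before DHE staining; 100% = average MFI of all compound-treated wells on the plate with controls excluded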
Fam108B inh = Fam108B inhibition, counter-screen for RBBP9 inhibitors. recombinant Fam108B, FP-Rh probe fluorescence polarization. inhibition, % at 9.51 µM. actives 0.33% (n = 300,000);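 active = inhibition above the screen mean inhibition plus 3 SD, computed separately per campaign, cut at about 18% in these data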;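 also: inhibitors lower polarization as less probe binds the enzyme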
GLD-1 TGE inh = GLD-1-TGE RNA interaction inhibition (C. elegans) | purified GLD-1 + fluorescein TGE RNA, fluorescence polarization | Q17339 | inhibition, % at 5.96 µM | actives 0.44% (n = 320,000);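 active = percent inhibition above a per-plate cutoff, the plate mean of test compounds plus 3 SD, cut at about 30% in these data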;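 also: 0% = DMSO wells with GLD-1 and probe and 100% = wells lacking GLD-1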
Target sequence (Q17339 whole entry, looked up): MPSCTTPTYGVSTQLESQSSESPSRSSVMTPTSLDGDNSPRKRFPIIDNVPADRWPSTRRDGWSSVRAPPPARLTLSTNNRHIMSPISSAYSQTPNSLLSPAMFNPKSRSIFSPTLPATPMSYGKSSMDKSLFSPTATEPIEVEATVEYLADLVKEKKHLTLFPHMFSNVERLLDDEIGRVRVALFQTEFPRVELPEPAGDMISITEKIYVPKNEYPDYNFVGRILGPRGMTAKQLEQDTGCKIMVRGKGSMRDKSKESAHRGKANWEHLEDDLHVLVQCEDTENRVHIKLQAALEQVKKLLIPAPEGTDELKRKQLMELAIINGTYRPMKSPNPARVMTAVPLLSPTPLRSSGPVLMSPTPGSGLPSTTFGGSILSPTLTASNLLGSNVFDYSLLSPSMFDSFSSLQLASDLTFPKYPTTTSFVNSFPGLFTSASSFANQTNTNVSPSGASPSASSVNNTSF
Efflux pump inh = antifungal efflux pump inhibition, Nile Red retention; S. cerevisiae Candida pump triplex; inhibition, % at 10 µM; actives 0.44% (n = 330,000);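 active = plate passing quality check with inhibition over a set limit, or well fluorescence over plate mean plus 4 SD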;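 also: Nile Red retained in pooled yeast measured as flow cytometry median fluorescence; 0% = buffer negative control and 100% = Enniatin B positive control; higher means more Nile Red kept so more efflux inhibition; some compounds called inactive have numbers as strong as hits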
MEX-5 binding = C. elegans MEX-5 TCR-2 RNA binding activity; AID 1832; actives 0.38% (n = 300,000); Q9XUB2; MEX-5/FITC-TCR2 RNA binding, fluorescence polarization; hits give low values; activity score (negative = inhibition of binding), % at 10 µM;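 active = inhibition past about -25% in most replicates, and total fluorescence under double the plate's negative control median, limit read from the data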;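 also: 0% = DMSO and -100% = 5 µM competing unlabeled TCR2 RNA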
Bcl-xL primary = blocks human Bcl-xL binding to Bim BH3 peptide. Q07817. GST-Bcl-xL / FITC-Bim BH3 peptide fluorescence polarization. inhibition, % at 10.9 µM. actives 0.7% (n = 320,000). AID 2129;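 active = inhibition above the mean of all tested compounds plus 3 SD, cutoff set per campaign, cut at about 30% in these data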;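 also: 0% = DMSO wells and 100% = unlabeled Bim-BH3 peptide competitor; inhibitors lower millipolarization by displacing the labeled peptide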
ZTA DNA inh = ZTA (EBV) inhibition in EBNA-1 counter-screen; ZTA-DNA binding, fluorescence polarization; inhibition, % at 11 µM; P03206; actives 0.15% (n = 320,000); in the data active = inhibition above about 33%
Target sequence (P03206 whole entry, looked up): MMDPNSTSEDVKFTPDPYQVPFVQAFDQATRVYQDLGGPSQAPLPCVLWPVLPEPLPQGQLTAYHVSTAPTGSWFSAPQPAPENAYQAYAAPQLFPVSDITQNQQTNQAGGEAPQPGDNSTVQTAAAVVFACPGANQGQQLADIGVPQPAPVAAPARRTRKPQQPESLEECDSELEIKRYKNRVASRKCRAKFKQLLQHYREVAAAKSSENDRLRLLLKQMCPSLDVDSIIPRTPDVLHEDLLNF
MCL1 BIM primary = disrupts human MCL1 binding to BIM-BH3 peptide. GST-MCL1 / FITC-Bim-BH3 fluorescence polarization. inhibition, % at 10.9 µM. actives 0.68% (n = 320,000). AID 2057;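 active = inhibition above the mean inhibition of all tested compounds plus 3 SD, set per campaign, cut at about 40% in these data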;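 also: 0% = DMSO wells and 100% = unlabeled Bim-BH3 peptide control; higher means more loss of mP so more displacement of Bim peptide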
Target sequence (Q07820 whole entry, looked up): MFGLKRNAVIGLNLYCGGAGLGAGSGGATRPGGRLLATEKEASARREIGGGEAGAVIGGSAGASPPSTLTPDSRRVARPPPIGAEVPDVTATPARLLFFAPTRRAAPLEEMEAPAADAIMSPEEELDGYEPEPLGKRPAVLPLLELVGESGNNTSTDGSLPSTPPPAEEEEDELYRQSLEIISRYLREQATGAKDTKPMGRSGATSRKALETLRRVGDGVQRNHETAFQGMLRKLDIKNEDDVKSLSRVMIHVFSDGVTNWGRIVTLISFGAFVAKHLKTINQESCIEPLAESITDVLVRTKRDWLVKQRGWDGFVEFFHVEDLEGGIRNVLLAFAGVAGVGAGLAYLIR
EBNA-1 inh = blocks EBNA-1 binding to DNA | inhibition, % at 14.8 µM | AID 1950 | actives 0.34% (n = 300,000) | EBNA-1 DNA binding, fluorescence polarization; in the data active = inhibition above about 28%
* = called active by the depositor; x = no result given.

| smiles | Yeast superoxide | Fam108B inh | GLD-1 TGE inh | Efflux pump inh | MEX-5 binding | Bcl-xL primary | ZTA DNA inh | MCL1 BIM primary | EBNA-1 inh |
| --- | --- | --- | --- | --- | --- | --- | --- | --- | --- |
| CCCC1(C(=O)OC)NC(c2cc(OC)c(OC)c(OC)c2)C2C(=O)N(CC)C(=O)C21 (centres undefined) | 112 | 2 | 3 | 0.6 | x | 2 | 0 | 1 | -7 |
| O=C(Cn1c(COc2ccccc2)nc2ccccc21)Nc1cc(Cl)ccc1Cl | 99 | -5 | 5 | -0.2 | 2.8 | 2 | 1 | 4 | -5 |
| O=C(Nc1ccccc1)c1nn(-c2cccc(C(F)(F)F)c2)ccc1=O | 142 | -2 | 0 | 0.0 | -1.0 | 7 | 4 | 6 | -7 |
| CN(Cc1ccccc1)C(NC(=O)c1ccccc1)C(Cl)(Cl)Cl (centres undefined) | 91 | -1 | 0 | -0.6 | -3.3 | 1 | 5 | 5 | 3 |
| O=C(NCc1ccc(F)cc1)c1ccc(Cl)c(NC2=NC3CS(=O)(=O)CC3S2)c1 (centres undefined) | 70 | -5 | -8 | -0.1 | -1.2 | -1 | -9 | 10 | -19 |
| O=[N+]([O-])c1ccc(/C=N/Nc2nc(N3CCOCC3)nc(N3CCOCC3)n2)cc1 | 104 | 0 | 6 | -0.1 | -0.6 | 2 | -15 | 2 | 3 |
| O=C(CC1OC(=O)c2ccccc21)NNC(=O)c1ccc(F)cc1 (centres undefined) | 85 | x | -1 | -0.1 | x | 4 | 5 | -6 | x |
| CC(Sc1nncn1C)C(=O)NCc1ccc2c(c1)OCO2 (centres undefined) | 92 | 2 | 6 | 0.0 | -0.3 | 0 | -5 | 2 | 8 |
| C=CCC1(CC=C)CCCN1C(=O)c1cc(COc2cccc(OC)c2)on1 | 107 | -4 | 2 | -0.4 | 1.6 | 2 | -6 | -9 | 0 |
| C=CCNC(=O)c1cc(-c2cccnc2)nc2ccccc12 | 98 | -2 | 3 | 0.1 | 2.4 | 2 | -8 | -1 | -5 |
| Cc1nnc(NC(=O)c2cccc(S(=O)(=O)N3CC(c4ccccc4)CC3=O)c2)s1 (centres undefined) | 106 | 0 | 6 | -0.4 | 1.0 | 4 | -15 | 2 | 0 |
| CC(C)(C)NC(=O)c1ccccc1-c1nc2ccccc2s1 | 103 | 0 | 0 | 0.2 | 2.9 | 4 | 14 | 2 | -19 |
| COc1ccc(N(CC(=O)N/N=C(\C)c2ccc(C)cc2)S(=O)(=O)c2ccccc2)cc1 | 109 | 1 | -2 | 0.1 | 2.2 | 4 | -8 | 10 | 8 |
| Cc1cccc(C(=O)NC(=S)Nc2ccccc2C(F)(F)F)c1 | 102 | 2 | 6 | -0.1 | x | 3 | -9 | 10 | -6 |
| C/C(NCc1cccnc1)=C(\C#N)C(=O)NCc1ccccc1 | 113 | -2 | 4 | 0.0 | 0.3 | 5 | 2 | 7 | -1 |
| O=C1NCCCc2c1no[n+]2[O-] | 103 | -1 | 5 | 0.1 | 1.3 | 0 | -4 | 2 | 0 |
| COc1ccc(OC)c(-n2c(=S)[nH]c3cc(C(=O)N4CCC(C(N)=O)CC4)ccc3c2=O)c1 | 92 | -3 | -2 | 0.3 | 3.0 | 5 | 4 | 5 | -5 |
| Cc1ccc(C)c(OCC(O)CNC2CCCC2)c1 (centres undefined) | 101 | 1 | -3 | -0.1 | 0.0 | 6 | -14 | 13 | -12 |
| CCc1ccccc1NC(=O)C(C)n1nc([N+](=O)[O-])c(Br)c1C (centres undefined) | 87 | 2 | -5 | 0.1 | -0.2 | 1 | -1 | 6 | 2 |
| Cc1nn(-c2ccccc2)cc1/C=N/NC(N)=S | 104 | 2 | -2 | 0.0 | -1.9 | 7 | 6 | 7 | 3 |
| CCCCn1c(N)c(N(CC)C(=O)c2ccc(Cl)c([N+](=O)[O-])c2)c(=O)[nH]c1=O | 124 | -2 | -1 | 0.1 | -2.2 | -5 | 4 | -13 | -17 |
| O=S(=O)(NCCC1=CCCCC1)c1c(Cl)cccc1Cl | 87 | 0 | 7 | 0.0 | 0.3 | -5 | -13 | 1 | 0 |
| Cc1nc([N+](=O)[O-])c(Sc2nc3ccccc3[nH]2)n1Cc1ccccc1 | 96 | 0 | 4 | -0.2 | -0.7 | 6 | 2 | 14 | -12 |
| Cc1cccnc1NC(=O)CNC(=O)c1cccs1 | 85 | 0 | 0 | 0.1 | -2.6 | 4 | 13 | -1 | 3 |
| CC(=O)Nc1ccc(NC(=O)CSc2ncnc3sc(C)c(C)c23)cc1 | 99 | 0 | 7 | 0.0 | -0.2 | -1 | -10 | 2 | 9 |
| COc1ccc(CNC(=O)CN2C(=O)CCSc3ccc(S(=O)(=O)N4CCCC4)cc32)cc1 | 84 | 1 | -1 | -0.1 | 7.0 | -1 | 0 | 2 | 4 |
| O=C1C2C3C=CC(C3)C2C(=O)N1CN(Cc1ccccc1)CN1C(=O)C2C3C=CC(C3)C2C1=O (centres undefined) | 97 | 0 | 6 | -0.1 | -0.8 | 2 | -3 | 11 | 1 |
| COC(=O)CSc1cnc2ccccc2n1 | 114 | -3 | 12 | 0.1 | -3.6 | -1 | 5 | -1 | -6 |
| Cc1ccc(NC(=O)CCCN2C(=O)c3cccc4cccc(c34)C2=O)cc1 | 112 | -6 | 0 | -0.1 | 1.2 | 5 | 12 | 13 | 55* |
| CC(=O)Nc1ccccc1C(=O)C(=O)Nc1ccc(C)c(F)c1 | 93 | -2 | 6 | -0.1 | -1.7 | 11 | -9 | 6 | 7 |
| O=C(CO/N=C/c1ccc(OC(F)F)cc1)NC1CCCC1 | 134 | -1 | 3 | 0.0 | -0.5 | 1 | 4 | -1 | 6 |
| c1ccc(-c2nc(-n3nc4ccccc4n3)nc3ccccc23)cc1 | 110 | -13 | 5 | 0.1 | 1.3 | -2 | -5 | -5 | -16 |
| C=CCc1cc(C=O)cc(OCC)c1O | 94 | -1 | -4 | 0.1 | 0.6 | -4 | -16 | -8 | -15 |
| CC(OC(=O)c1ccccc1Oc1ccccc1)C(=O)NC1CC1 (centres undefined) | 97 | -1 | 4 | 0.1 | 0.3 | -10 | 9 | -4 | -5 |
| CC(C)CC(=O)Nc1ccc(N2CCOCC2)cc1 | 92 | -6 | 4 | 0.1 | 1.8 | -2 | -3 | -2 | 11 |
| CC1=CC=CN2CC(O)CN=C12 (centres undefined) | 99 | -5 | 1 | 0.2 | -1.0 | -1 | 7 | 3 | -14 |
| Cc1ccc(-c2nc(NC(=O)c3nn(C)cc3[N+](=O)[O-])sc2C)cc1 | 110 | -3 | -1 | 0.1 | -0.6 | 2 | -1 | 12 | 7 |
| Cc1ccccc1/C=C1\Sc2ccc(C(=O)N3CCN(c4ccccn4)CC3)cc2N(C)C1=O | 89 | -1 | -5 | 0.2 | 0.2 | 3 | 7 | 6 | 3 |
| COc1ccc(-c2cc(C(=O)OCC(=O)N3CCCC3)c3ccccc3n2)cc1 | 108 | -1 | 0 | 0.0 | -0.4 | 1 | -5 | 1 | 3 |
| NC(=O)c1cc(C(=O)c2ccccc2Cl)c[nH]1 | 107 | 7 | -5 | -0.1 | 2.6 | 5 | 14 | 4 | 4 |
| O=C(NCc1ccccn1)C(=O)Nc1nc(C23CC4CC(CC(C4)C2)C3)cs1 | 105 | -2 | 0 | -0.1 | -0.6 | 6 | 11 | 6 | 7 |
| Cc1cccc(OC(C)C(=O)NCc2ccc(S(N)(=O)=O)cc2)c1 (centres undefined) | 107 | 1 | 10 | -0.2 | 0.7 | 1 | -9 | 4 | 6 |
| CC(C)Cc1nnc(NC(=O)c2ccc([N+](=O)[O-])cc2)s1 | 106 | 0 | -6 | 0.1 | -0.8 | -1 | -5 | -3 | -6 |
| COc1ccc(S(=O)(=O)N2CCNCC2)cc1OC | 89 | -4 | -1 | 0.3 | -1.7 | 0 | 4 | 5 | -14 |
| O=C(c1cc2ccccc2oc1=O)N(Cc1ccco1)Cc1cccs1 | 88 | -1 | -7 | -0.1 | -0.4 | -1 | -16 | -8 | -6 |
| COc1ccc(S(=O)(=O)Nc2noc3ccccc23)cc1 | 102 | 0 | -3 | -0.1 | -2.2 | 6 | -6 | -2 | -2 |
| COc1ccc(NC(=O)CCC(=O)N2CCN(S(=O)(=O)c3ccc(C)cc3)CC2)c(OC)c1 | 102 | -2 | -1 | 0.1 | -1.5 | -1 | 7 | -6 | -2 |
| CC(C)CCNc1nc(N2CCCC2)c2c(c1C#N)CCN(C)C2 | 106 | 6 | 4 | -0.1 | -0.6 | 14 | -3 | 17 | 13 |
| CCCCCCCC(=O)NNC(=O)CCC(=O)O | 95 | 0 | -4 | -0.1 | -0.6 | -1 | 5 | 2 | 1 |
| O=C(Nc1ccc(N2CCOCC2)c(Cl)c1)c1ccc(S(=O)(=O)N2CCOCC2)cc1 | 94 | 4 | 2 | 0.1 | -1.6 | 7 | -19 | 7 | -12 |

Only ZTA DNA inh, EBNA-1 inh and MEX-5 binding (2 entries from above):
mol,ZTA DNA inh,EBNA-1 inh,MEX-5 binding
COc1ccc(S(=O)(=O)Nc2noc3ccccc23)cc1,-6,-2,-2.2
COc1ccc(NC(=O)CCC(=O)N2CCN(S(=O)(=O)c3ccc(C)cc3)CC2)c(OC)c1,7,-2,-1.5

(cont.)
| smiles | Yeast superoxide | Fam108B inh | GLD-1 TGE inh | Efflux pump inh | MEX-5 binding | Bcl-xL primary | ZTA DNA inh | MCL1 BIM primary | EBNA-1 inh |
| --- | --- | --- | --- | --- | --- | --- | --- | --- | --- |
| COc1cccc(/C=N/NC(=O)CCNc2n[nH]c(=O)[nH]c2=O)c1OC | 90 | 1 | 4 | -0.1 | -0.5 | 4 | 7 | 5 | 0 |
| CS(=O)(=O)N(CC(=O)N1CCCC1)c1ccc(Cl)c(Cl)c1 | 113 | 0 | -5 | 0.2 | 1.2 | 2 | -9 | 2 | -14 |
| CCNC(=S)N1CCc2ccccc2C1 | 100 | -2 | 0 | 0.0 | 2.5 | -2 | 17 | -3 | 8 |
| COc1cc(C(=O)OCC(=O)c2cc(C)n(CC3CCCO3)c2C)cc(OC)c1C (centres undefined) | 76 | x | 5 | -0.1 | x | 4 | 7 | 9 | x |
| CC(NC(=O)c1ccccc1F)c1nnc(SCC(=O)Nc2nccs2)n1C (centres undefined) | 97 | -2 | 4 | 0.2 | -1.1 | 5 | 7 | 4 | 0 |
| C=C(C)Cn1c(Sc2nnc(C)s2)nc2c1c(=O)[nH]c(=O)n2C | 103 | 0 | 1 | -0.1 | -2.1 | 3 | 3 | 1 | -1 |
| O=C(NCc1nnc(SCC(=O)N2CCCCC2)o1)c1c(F)cccc1F | 104 | 4 | -1 | -4.0 | 0.1 | 2 | 16 | -6 | 4 |
| COc1ccc(S(=O)(=O)O/N=C2\CCSc3ccc(C)cc32)cc1 | 95 | -4 | 4 | -0.1 | 2.4 | 2 | 12 | -3 | -1 |
| CCOc1ccc(N=C(NN)c2ccc3ccccc3n2)cc1 | 108 | -1 | 9 | 0.0 | -3.4 | 11 | 2 | 13 | 4 |
| CCOC(=O)Cn1c(=O)oc2cc(S(=O)(=O)Nc3cccc(C)c3)ccc21 | 92 | 1 | 0 | -0.2 | -0.5 | 0 | -11 | -5 | -1 |
| CC(=O)c1ccc(N2CCCC2)c(F)c1 | 95 | -7 | 1 | 0.0 | 0.8 | 4 | -10 | -3 | -8 |
| COc1cccc(/C=N/NC(=O)C(=O)NCc2cccnc2)c1O | 94 | -1 | 6 | 0.0 | -9.6 | 8 | -1 | 14 | 1 |
| O=C(Nc1ccc(NC(=S)NC(=O)c2ccccc2F)cc1)c1cccs1 | 94 | -37 | -4 | -0.3 | -2.2 | 6 | 6 | 8 | 9 |
| CC1CCN(c2nc(-c3ccccc3O)nc3ccccc23)CC1 | 100 | -2 | 4 | 0.0 | 3.1 | 3 | 0 | 1 | 15 |

Assay outcomes from PubChem BioAssay.
